Source: PubChem BioAssay (National Center for Advancing Translational Sciences (NCATS))
PLK1 PBD inh: PLK1 (human) polo-box domain binding inhibition; P53350; Plk1 PBD binding of FITC phosphopeptide, fluorescence polarization; Potency, µM, for inactives: max response, negative = inhibition, actives largely listed as inhibitors; actives 2.8% (n = 360,000); further: potency means the concentration at half of the fitted maximal effect; series mostly up to about 57 µM; on the % scale 0 is the no-effect control and ±100 the full control effect; nearly all actives have a fitted effect of over 65% in size
Target sequence (P53350 whole entry, looked up, the tested form may be a part): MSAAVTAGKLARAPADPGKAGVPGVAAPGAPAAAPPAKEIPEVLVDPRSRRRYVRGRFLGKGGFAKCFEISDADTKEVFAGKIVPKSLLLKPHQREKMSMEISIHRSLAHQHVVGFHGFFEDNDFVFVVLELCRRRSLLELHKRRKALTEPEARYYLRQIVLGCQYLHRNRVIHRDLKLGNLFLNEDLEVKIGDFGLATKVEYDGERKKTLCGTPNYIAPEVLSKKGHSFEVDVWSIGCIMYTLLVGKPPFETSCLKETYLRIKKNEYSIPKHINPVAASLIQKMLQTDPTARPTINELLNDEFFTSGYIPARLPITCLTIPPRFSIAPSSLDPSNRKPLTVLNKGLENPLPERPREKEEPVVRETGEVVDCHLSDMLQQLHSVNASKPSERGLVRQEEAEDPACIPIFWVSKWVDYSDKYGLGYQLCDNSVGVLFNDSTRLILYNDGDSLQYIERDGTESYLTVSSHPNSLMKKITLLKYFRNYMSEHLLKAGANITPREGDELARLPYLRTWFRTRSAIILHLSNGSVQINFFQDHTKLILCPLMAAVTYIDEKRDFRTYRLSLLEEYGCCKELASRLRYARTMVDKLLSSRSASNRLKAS
EPAC1 antag: blocks human EPAC1 exchange factor | Potency, µM (top dose mostly 115 µM), inactives show at the top dose activity change, negative = inhibition, most hits filed as inhibitors | AID 720709 | O95398 | EPAC1 GEF assay, Rap1b-BODIPY-GDP exchange fluorescence | actives 0.14% (n = 360,000);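 further: potency means the concentration at half of the fitted maximal effect; plate controls were vehicle for no effect and positive control for full effect; nearly all actives have a fitted effect of over 50% in size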
WRN inhibitor: WRN helicase (human) inhibition; actives 0.46% (n = 360,000); WRN helicase unwinding, fluorescent forked duplex, kinetic; Potency, µM (series often up to 114 µM), without a hit: at the highest dose activity change, negative = inhibition, actives largely listed as inhibitors; AID 651768; further: potency means the concentration at half of the fitted maximal effect; on the % scale 0 is the no-effect control and ±100 the full control effect; nearly all actives have a fitted effect of over 55% in size
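Enzyme (20 nM final) and test compound sit together 15 min at room temperature before substrate addition. Substrate is a single-forked duplex oligonucleotide (100 nM) labelled with fluorophore and quencher, with 2 mM ATP; helicase unwinding raises red fluorescence, read kinetically.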
aSyn yeast inh: inhibitors of alpha-synuclein toxicity in yeast. Yeast expressing alpha-synuclein, growth rescue, BacTiter-Glo, 24 h. actives 0.14% (n = 370,000). Potency, µM (titrated, usually from 46.1 µM), without a hit: top-dose growth rescue (activation), most hits filed as activators; further: potency means the concentration at half of the fitted maximal effect; % of control where 0% means no effect; nearly all actives have a fitted effect of over 65% in size
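Readout is rescue of growth in alpha-synuclein-expressing yeast, so inhibitors of toxicity appear as activators. Growth after 24 hr at 30 deg C in galactose medium is quantified by luminescence.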
EPAC1 ag: EPAC1 (human) agonism; AID 720707; actives 0.073% (n = 360,000); EPAC1 agonist qHTS, biochemical assay; response scale: 100% = response to 6.5 mM cAMP; Potency, µM (top dose mostly 154 µM), for inactives: top-dose activation, actives largely listed as activators; further: potency means the concentration at half of the fitted maximal effect; nearly all actives have a fitted effect of over 60% in size
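Normalized to 6.5 mM cAMP, activity reflects EPAC1-catalysed release of BODIPY-GDP from Rap1B, followed kinetically over 30 min at 480 nm excitation, 540 nm emission. Reaction contained 100 nM EPAC1, 250 nM Rap1B-BODIPY-GDP, 50 uM GDP.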
Abeta rescue: A-beta toxicity reversal in yeast. yeast expressing A-beta42, growth rescue, OD600, 48 h; response scale: 0% DMSO, 100% iron-clioquinol control. Potency, µM (series often up to 46.1 µM), for the others: at the top dose growth rescue, usual class: activators. actives 0.063% (n = 410,000). AID 1347071; further: potency means the concentration at half of the fitted maximal effect; nearly all actives have a fitted effect of over 55% in size
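Growth rescue measured by 600 nm absorbance after 48 h yeast culture at 30 C with compound. Values normalized between DMSO and an equimolar ferric chloride plus clioquinol control.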
PI5P4Ka inh: blocks human PI5P4K alpha kinase activity; P48426; PI5P4Kalpha enzyme, ADP-Glo luminescence, 60 min; stronger effect = lower value; AID 652105; actives 1.2% (n = 330,000); max response, %; active means max response of -50% or lower; inconclusive means between -30% and -50%; inactive means -30% or higher; further: value at the top dose of about 77 µM; on the % scale 0 is the no-effect control and ±100 the full control effect
Target sequence (P48426 whole entry, looked up): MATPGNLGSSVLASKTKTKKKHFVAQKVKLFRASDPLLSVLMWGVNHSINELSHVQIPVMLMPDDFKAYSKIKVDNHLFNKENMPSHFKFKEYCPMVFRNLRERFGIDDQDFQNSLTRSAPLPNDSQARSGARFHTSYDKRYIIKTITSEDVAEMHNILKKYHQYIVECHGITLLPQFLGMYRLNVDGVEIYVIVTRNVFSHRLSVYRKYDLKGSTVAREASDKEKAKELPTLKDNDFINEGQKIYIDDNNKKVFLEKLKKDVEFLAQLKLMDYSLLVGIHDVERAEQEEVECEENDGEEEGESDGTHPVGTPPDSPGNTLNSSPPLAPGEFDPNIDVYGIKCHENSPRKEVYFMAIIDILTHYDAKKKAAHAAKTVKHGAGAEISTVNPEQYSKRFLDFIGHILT
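Reactions run in 0.038 M HEPES pH 7.4, 0.28 mM EGTA, 0.1% CHAPS and 5% DMSO, with PI5P4Kalpha, substrate, compound and 5 microM ATP final, one hour at room temperature. Readout is ADP-Glo luminescence.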
IL2 activator: activates IL-2 in a cell-based reporter assay; activation, % (series mostly up to about 46 µM); actives 0.065% (n = 360,000); AID 652025; IL-2 activation reporter assay, cell-based qHTS; stimulated with anti-CD3/CD4/CD28 beads; in transgenic mouse T cells; in the data active means activation above about 50%; inconclusive means mostly about 30% to 49%; further: 0% is about no effect
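First, unstimulated transgenic mouse T cells were exposed to compound for 60 min. Next, anti-CD3/anti-CD4-coated beads with anti-CD28 were added. Finally, after 18 h at 37 degrees C, EGFP and DsRed were imaged.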
FUS yeast rescue: suppressors of FUS proteinopathy in yeast | actives 0.24% (n = 390,000) | AID 1347120 | Potency, µM (highest dose often 76.6 µM), for the others: top-dose growth rescue (activation), actives largely listed as activators | S. cerevisiae FUS-expressing, growth rescue, OD600, 24 h;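 further: potency means the concentration at half of the fitted maximal effect; plate controls were DMSO vehicle for no effect and reference control for full effect; nearly all actives have a fitted effect of over 55% in size; some results filed as inactive show a strong effect at the top dose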
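FUS-expressing yeast, raffinose-pregrown, induced in 2% galactose minimal medium at OD 0.005; compounds in a dilution series, 24hr at 30C. Growth restoration read as absorbance at 600 nm. CP55940 positive control, DMSO negative.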
* hit, by the source's call; ? = inconclusive; nt = no result given; [ ] = remark or other dose. Unless noted, the call rests on the fitted dose curve; in most records, active means well fitted curve in the direction sought with a large enough effect; inconclusive means small, poorly fitted or top-dose-only effect, or another doubt; inactive means no such curve, though single readings can be large; an effect the other way counts as inactive or inconclusive. Rows are unselected; overall some 4.1% were active at least once.

SMILES | PLK1 PBD inh | EPAC1 antag | WRN inhibitor | aSyn yeast inh | EPAC1 ag | Abeta rescue | PI5P4Ka inh | IL2 activator | FUS yeast rescue
COc1ccc(N2CCN(S(=O)(=O)c3ccc4c(c3)N(C(C)=O)CCO4)CC2)cc1 | -10% | 8% | -3% | -2% | -8% | -1% | -15 | 3.0 | ?
CCn1c(=O)c2cc(C(=O)NCCOC)sc2c2ccccc21 | -12% | 1% | 12% | -10% | 12% | -9% | -2 | 0.0 | 9%
CCOC(=O)c1c(C)[nH]c(C(=O)NNC(=O)c2ccccc2)c1C | -8% | 8% | -3% | -2% | 5% | 2% | nt | -3.1 | 21%
O=[N+]([O-])c1cccc(CNCc2ccccc2)c1 | 2% | 2% | -3% | 3% | 13% | 11% | 6 | 2.0 | 5%
Cc1ccc(C(=O)Nc2ccc(S(=O)(=O)NC3=NCCCCC3)cc2)c(C)c1 | -7% | -2% | -19% | 0% | -7% | -11% | 2 | -0.3 | 8%
CC(C)c1nnc(NC(=O)CCC2CCCCC2)s1 | -7% | 4% | 4% | 8% | 10% | 19% | -2 | -1.0 | -5%
COc1ccccc1C(=O)NNC(=O)c1ccc(Br)cc1 | 9% | -1% | -9% | 3% | -8% | 3% | -2 | 2.9 | -5%
CCC(=O)Nc1c(-c2ccc(C)cc2)c(=O)c2ccccc2n1C | -2% | 3% | 5% | 2% | 6% | -9% | 0 | 1.0 | 16%
C#CCNC(=O)C1=C[C@H](c2coc3ccccc3c2=O)C[C@H](OCCCCO)O1 | -3% | -4% | 2% | 0% | 3% | 1% | -1 | 0.2 | -3%
O=S(CC(O)c1ccccc1)c1ccccc1 (configuration not stated) | ? | 2% | 8% | -6% | -4% | -3% | -7 | -1.9 | 11%
C/C(=N\NC(=O)c1ccccc1F)c1ccc(C#N)cc1 | -14% | 7% | 0% | -3% | 15% | 11% | 0 | -0.9 | -12%
Cc1ccc(OCC(=O)NNC(=O)CCC(=O)NCc2ccccc2)cc1 | -6% | 31%[activator] | -11% | -12% | 1% | ? | nt | -0.2 | ?
Cc1c(Cc2ccccc2)c(NCCCO)n2c(nc3ccccc32)c1C#N | 2% | 7% | 8% | -11% | 1% | -47%[inhibitor] | 0 | -0.7 | -2%
COc1ccc(S(=O)(=O)NC(=O)C2(C)CCN2C(=O)C2CCCCC2)cc1OC (configuration not stated) | 7% | -15% | -7% | 9% | -5% | -11% | 8 | -0.2 | -18%
O=C(c1ccc2[nH]c(=O)c(=O)[nH]c2c1)N1CCc2ccccc21 | 1% | -19% | -11% | 19% | 0% | 1% | -1 | 0.1 | 21%
COCC[N+]1(C)CCCCC1 | -14% | 18% | 5% | -1% | -17% | -13% | -9 | -1.3 | -5%
C=C(C)Cn1c(CCNC(=O)CCC)nc2ccccc21 | 3% | 15% | -3% | -7% | -1% | 16% | nt | 0.4 | 11%
CCC(=O)Nc1cccc(NC(=O)CSc2nnc(-c3ccc(NS(C)(=O)=O)cc3)n2C)c1 | -1% | 8% | -4% | -3% | 3% | -14% | 3 | 0.0 | nt
Cc1nc(NCCc2ccc(O)cc2)c2nnn(Cc3ccccc3)c2n1 | -1% | ? | -8%[57.1 µM] | -3% | -30%[inhibitor] | 10% | -1 | -2.0 | 1%
Cc1ccc(NC(=O)C2CC(=O)N(CCc3ccccc3)C2)c(C)c1 (configuration not stated) | -7% | 7% | -30% | -3% | 1% | 0% | -2 | -0.6 | 11%
Cc1cc(C)cc(NC(=S)N2CCC(NC(=O)C3CC3)CC2)c1 | -3% | 11% | -27% | 2% | -3% | -24% | 4 | 1.4 | 2%
Cc1nn(CCCC(=O)NCc2ccccc2)c(=O)c2nccn12 | -6% | -7% | 8% | -1% | 10% | 7% | -3 | -0.2 | -35%
O=C(NCc1n[nH]c(=S)n1-c1ccccc1Cl)c1ccc(S(=O)(=O)N2CCCCC2)cc1 | 5% | 5% | -4% | -1% | -5% | 20% | 8 | 0.4 | 10%
Cc1csc(C(=O)NN)c1N(C)C | 1% | 4% | 1% | -3% | 11% | 9% | 0 | 0.4 | -20%
O=C(NCc1ccc2c(c1)OCO2)C1CC(=O)N(c2ccc(O)cc2)C1 (configuration not stated) | ? | -1% | 4% | -1% | 3% | 6% | 6 | -1.0 | 9%

Brought forward from above: two compounds, followed by the next part.
SMILES | PLK1 PBD inh | EPAC1 antag | WRN inhibitor | aSyn yeast inh | EPAC1 ag | Abeta rescue | PI5P4Ka inh | IL2 activator | FUS yeast rescue
Cc1csc(C(=O)NN)c1N(C)C | 1% | 4% | 1% | -3% | 11% | 9% | 0 | 0.4 | -20%
O=C(NCc1ccc2c(c1)OCO2)C1CC(=O)N(c2ccc(O)cc2)C1 (configuration not stated) | ? | -1% | 4% | -1% | 3% | 6% | 6 | -1.0 | 9%
Cc1ccc(NC2CCCN(C(=O)Cc3nonc3C)C2)cc1C (configuration not stated) | -17% | -2% | 0% | 0% | -4% | -2% | 1 | -3.2 | 20%
CCc1ccccc1NC(=O)c1ccc(F)c(S(=O)(=O)N2CCC(C(N)=O)CC2)c1 | -8% | 1% | 9% | -9% | 14% | 6% | nt | 0.0 | 22%
NC1=NN=C(N2N=C(c3ccccc3)CC2(O)C(F)(F)F)n2ncnc2C1 (configuration not stated) | -11% | -25% | 0% | -8% | 8% | -4% | -2 | 0.5 | -18%
OCCO | -3% | -1% | 3% | 1% | 12% | -2% | 6 | -0.3 | -8%
CCN1CCN(c2ccc(S(=O)(=O)N3CCOCC3)cc2NC(=O)c2cc(F)c(F)c(F)c2F)CC1 | -5% | -6% | -6% | -1% | 2% | 5% | 1 | 1.6 | 4%
CSCCNC(=O)c1ccc(OC2CCN(CCc3ccccc3)CC2)cc1 | -19% | -23% | 0% | -4% | 9% | 10% | 3 | -0.7 | 0%
CN(Cc1ccccc1)C(=O)COC(=O)c1cc(=O)[nH]c2ccccc12 | -1% | 10% | -9% | -6% | 2% | 3% | -1 | -4.3 | nt
CCc1noc(N)c1C(=O)Nc1ccc(F)c(Cl)c1 | -11% | -15% | -1%[57.1 µM] | -3% | 9% | -21% | 2 | -0.9 | 15%
CC1=CC(C)(C)NC(=S)N1c1ccc([N+](=O)[O-])cc1 | 0% | 11% | -5% | 1% | 6% | 15% | -2 | -0.4 | 16%
CCc1c(C)nc2[nH]ncn2c1=O | -6% | 3% | 7% | -4% | 6% | -2% | -3 | -4.7 | nt
CC1(C)O[C@@H]1COc1c2ccoc2cc2oc(=O)ccc12 | -2% | 1% | 6% | 1% | 5% | 4% | 6 | -0.5 | 8%
CS(=O)(=O)N1CCC(C(=O)Nc2ccccc2)CC1 | -1% | -3% | 0% | -5% | -6% | 3% | nt | 0.1 | -11%
COc1cc(C(=O)Nc2ccc(S(=O)(=O)Nc3onc(C)c3C)cc2)cc(OC)c1OC | ? | 11% | 5% | -3% | -3% | -3% | 1 | -2.5 | 10%
COc1ccc(N2CSC3=C(C#N)C(c4cccc(OC)c4OC)CC(=O)N3C2)cc1 (configuration not stated) | 7.5µM* | -15% | 6% | 0% | 1% | -5% | -51* | 0.8 | 29%
CCOc1ccccc1NC1=CC(=O)CC(c2ccccc2)C1 (configuration not stated) | -10% | -14% | -1% | -1% | 1% | 10% | 2 | -0.5 | 6%
OC(c1ccc2ccccc2c1)c1ncc(-c2ccc(C(F)(F)F)cc2)[nH]1 (configuration not stated) | 0% | ? | -2% | 0% | -8% | ? | 9 | -1.0 | 11%
CCCCCCCNC(=O)C1(CC2CC(c3ccc(Cl)cc3)=NO2)CCN(C(=O)OC(C)(C)C)CC1 (configuration not stated) | -9% | -24% | -3% | -12% | -25% | 7% | 6 | 1.1 | ?
COc1ccc(Cl)cc1NC(=S)NCc1ccco1 | -7% | ? | 2% | 3% | 0% | 14% | nt | -1.0 | 15%
CCOC(=O)N1CCN(CC(O)COc2c(OC)cccc2OC)CC1 (configuration not stated) | -8% | 7% | -33%[57.1 µM] | 1% | -1% | -3% | 2 | -0.1 | -19%
CCOC(=O)CSc1nnc(N)s1 | -9% | -6% | -2% | 8% | 3% | 21% | 1 | 0.8 | -42%
Cc1ccc(N2C(=O)N(CC(=O)Nc3cccc(Cl)c3)C(=O)C2C)cc1 (configuration not stated) | 3% | -11% | 2% | 11% | 6% | 9% | -1 | -3.8 | 17%
COc1ccc(/C(CC2(O)C(=O)Nc3ccccc32)=N\O)cc1 (configuration not stated) | 1% | 14% | 4% | 8% | 1% | 8% | 3 | -3.9 | -23%
CN1CCN(C(=S)c2ccc(-c3cccc(Cl)c3Cl)o2)CC1 | -2% | 12% | 0% | -2% | 2% | -15% | 11 | -0.7 | 15%
COc1cc(C(=O)N/N=C/c2ccc(OC(=O)c3cccc(C)c3)c(OC)c2)ccc1O | 2% | 3% | -12% | 5% | 9% | 10% | -3 | 0.5 | 41%
Cc1cc(NC(=O)CSCC(=O)N(c2ccc(F)cc2)C(C(=O)NC2CCCCC2)c2ccc(O)c(O)c2)no1 (configuration not stated) | -9% | -4% | 0% | 2% | 1% | 11% | -12 | -2.7 | 9%
CC(=O)NCCc1nc2ccccc2n1Cc1cc(C)ccc1C | 3% | 0% | -3% | 1% | 5% | 2% | 7 | -1.2 | 7%
O=C(/C=C/c1ccccc1[N+](=O)[O-])Nc1cccnc1 | -6% | -3% | -9% | -7% | -7% | -1% | 1 | 0.8 | nt
COc1ccc(NC(=O)CN2C(=O)NC3(CCCC3)C2=O)cc1 | -14% | -1% | 5% | 4% | 3% | 0% | -5 | -0.3 | 7%
CC(C)(C(=O)c1ccccc1)/[N+]([O-])=C/c1ccccc1F | -1% | -12% | -4% | 1% | 6% | 8% | nt | 1.7 | 6%
CC(=O)c1ccc(OCC(O)CNCc2ccc3c(c2)OCO3)cc1 (configuration not stated) | -16% | 4% | 4% | 0% | 11% | 8% | 1 | 1.4 | 13%
